Polio RdRp inh: poliovirus RNA polymerase inhibition; % elongation, % (compound at 16.7 µg/mL); AID 588519; 150,000 tested, 0.66% active; poliovirus polymerase elongation, fluorescence polarization; stronger effect = lower value; P03300; in the data active = % elongation below about 90%; also: some results filed as inactive read as strong as hits
Target sequence (P03300 1749-2209 limits assumed): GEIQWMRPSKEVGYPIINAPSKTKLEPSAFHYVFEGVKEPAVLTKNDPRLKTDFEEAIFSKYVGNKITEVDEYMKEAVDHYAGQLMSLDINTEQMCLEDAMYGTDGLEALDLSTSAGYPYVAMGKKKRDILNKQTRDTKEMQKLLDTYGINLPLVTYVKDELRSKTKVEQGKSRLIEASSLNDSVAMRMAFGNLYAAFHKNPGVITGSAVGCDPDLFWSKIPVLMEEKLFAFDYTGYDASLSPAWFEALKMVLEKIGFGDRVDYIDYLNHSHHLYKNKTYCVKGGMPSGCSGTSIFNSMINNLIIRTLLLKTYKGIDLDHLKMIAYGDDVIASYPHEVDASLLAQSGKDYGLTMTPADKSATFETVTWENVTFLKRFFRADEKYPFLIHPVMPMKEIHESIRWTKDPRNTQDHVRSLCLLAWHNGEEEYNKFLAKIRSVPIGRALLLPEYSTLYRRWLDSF
Polio RdRp inh FP z-score: also measured in Polio RdRp inh; calls as there; z-score; measured here: FP z-score; hits read low
Starred values were filed as active, the others as inactive. A portion of the library. The share of hits here may be higher or lower than overall.

cpd	molecule	Polio RdRp inh FP z-score	Polio RdRp inh
1	CCc1cccc(NC(=O)C2c3ccccc3Oc3ccccc32)c1	0.1	102.0
2	Cc1ccc(C(=O)CCC(=O)N2CCN(C/C=C/c3ccccc3)CC2)cc1	0	104.0
3	O=c1c2ccccc2[nH]c(=S)n1CCCN1CCN(c2ccccc2)CC1	-0.1	99.0
4	COC(=O)c1ccccc1N(C)C(=O)c1cccc(S(=O)(=O)N2CCCCC2)c1	-0.6	101.0
5	CCN1C(=O)CSC1=Nc1cccc(C(=O)O)c1	0.2	101.0
6	C=CCn1c(-c2ccc(Cl)cc2)cnc1SC(C)C(N)=O (stereo unspecified)	0.2	104.0
7	CC(=O)N1CCN(c2ccc(Oc3nnnn3-c3ccccc3)cc2)CC1	0.8	106.0
8	COC(=O)c1sccc1S(=O)(=O)N1CCN(c2ncnc3c(C)csc23)CC1	0.5	107.0
9	O=C1CC(=O)N(/N=C2\C(=O)Nc3ccccc32)C(=S)C1	-1.1	92.0
10	Cc1cc(C(=O)COC(=O)c2ccc(NC(=O)CC#N)cc2)c(C)n1C1CC1	1.3	114.0
11	Cc1ccc(N2CCN(C(=O)c3nn(C)c4c3CSc3ccccc3-4)CC2C)cc1 (stereo unspecified)	0.1	110.0
12	O=C(C1CCN(c2ncnc3sccc23)CC1)N1CCCCCC1	0.1	103.0
13	CCN1C(=O)/C(=C/c2ccco2)NC1=S	-0.9	97.0
14	O=C(Oc1cccc(C(F)(F)F)c1)c1cc2ccc3ccccc3c2s1	0.4	108.0
15	O=C1C=CC[C@H]2[C@@H]3CCCN4CCC[C@H](CN12)[C@H]34	0.3	102.0
16	O=c1c(C=NCc2ccco2)c(CSc2ccc(Cl)cc2)[nH]n1-c1nc2ccccc2s1	-0.1	102.0
17	CCSc1nnc(NC(=O)Cc2n[nH]c(=O)c3ccccc23)s1	-0.1	103.0
18	COc1ccc(-c2coc3cc(OC)cc(O)c3/c2=N\N)cc1	0.9	110.0
19	Cc1cc(C)cc(NC(=O)CCCn2c3ccccc3c(=O)c3ccccc32)c1	0.5	109.0
20	NC12CCc3c(no[n+]3[O-])C1(O)CC(c1ccccc1)=[N+]2[O-] (stereo unspecified)	0.1	100.0
21	CCNC(=O)CCSc1nnc(-c2ccccc2C)o1	0.1	102.0
22	CCN=c1sc(CC(=O)O)c(-c2ccc(Cl)cc2)n1CC	-0.4	99.0
23	O=C(NCCc1ccccc1)c1cc(-c2cccc(Cl)c2)on1	0	103.0
24	Cc1cc(C)c2oc(-c3ccc(NC(=O)COc4ccccc4C)cc3)nc2c1	1	108.0
25	Cc1ccc(NC(=O)CN2C(=O)C(c3ccc(F)cc3)=NC23CCCCCC3)c(C)c1	0.7	110.0
26	O=C(Nc1ccc(Oc2ccccc2)cc1)c1ccc(F)c(S(=O)(=O)N2CCN(c3cccc(Cl)c3)CC2)c1	-2.1	98.0
27	Clc1cccc(CSc2nnc(C3CCNCC3)o2)c1	-1.3	101.0
28	Cc1ccc(C)c(Cn2c3ccccc3c3cnn(CC(=O)NC(C)CCc4ccccc4)c(=O)c32)c1 (stereo unspecified)	-0.3	106.0
29	Cc1ccc(-c2noc(-c3nnn(CC(=O)Nc4cc(C)cc(C)c4)c3N)n2)cc1	0	108.0
30	Nc1cc(=O)[nH]c(=O)n1Cc1ccncc1	1.1	104.0

Of the compounds above, 2 have a furan ring, fused or not.
cpd	molecule	Polio RdRp inh FP z-score	Polio RdRp inh
13	CCN1C(=O)/C(=C/c2ccco2)NC1=S	-0.9	97.0
16	O=c1c(C=NCc2ccco2)c(CSc2ccc(Cl)cc2)[nH]n1-c1nc2ccccc2s1	-0.1	102.0

(cont.)
cpd	molecule	Polio RdRp inh FP z-score	Polio RdRp inh
31	CCOc1ccccc1CNC(=O)Cn1cc2c(n1)-c1c(oc(C(=O)N3CCCC3)c1C)CC2	0.1	107.0
32	C/C=C/C(=O)OCn1nnc2ccccc2c1=O	0.2	106.0
33	CC(C)Oc1ccccc1OCCCCn1cncn1	0	100.0
34	O=c1c2ccc(C(F)(F)F)cc2nc2n1CCC2	-0.2	97.0
35	COc1ccc(C2=C(C)C(N3CCC(C(=O)NCc4ccccc4)CC3)=NS2(=O)=O)cc1	0	101.0
36	CC1=C(C(=O)OC2C3CC4CC(C3)CC2C4)C(CC(=O)O)C(=O)N1 (stereo unspecified)	0.1	102.0
37	CCCN(S(=O)(=O)c1ccc(S(=O)(=O)N(CC)CC)cc1)S(=O)(=O)c1ccc2c(c1)OCCO2	0.2	103.0
38	CCOc1cccc(C(=O)Nc2ccc(NC(=O)c3ccc(Br)cc3)cc2)c1	0.3	105.0
39	CCOC(=O)C1CCCN(C(=O)c2ccc3c(c2)N(C)CCS3)C1 (stereo unspecified)	-0.4	100.0
40	CC/C(=N\NC(=O)c1cc2c(C)nn(-c3ccccc3)c2s1)C(C)C	0.4	105.0
41	O=C(COC(=O)Cc1n[nH]c(=O)c2ccccc12)Nc1ccccc1	0	102.0
42	CCc1noc2nc(C)n(CC(=O)O)c(=O)c12	0.7	110.0
43	Cc1ccccc1CN1C(=O)C(O)(CC(=O)/C=C/c2ccco2)c2ccccc21 (stereo unspecified)	0.6	102.0
44	CCCCn1c(CNC(=O)C23CC4CC(CC(C4)C2)C3)nnc1SCC(=O)Nc1ccccc1	0	103.0
45	Cc1ccc(C)c(NC(=O)Nc2cc3c(cc2N2CCCCC2)n(C)c(=O)n3C)c1	-1.4	107.0
46	CC(=O)N1CCN(C(=O)COC(=O)c2ccc(C(C)C)cc2)CC1	-1.1	91.0
47	O=S(=O)(NCc1ccco1)c1ccc(F)c(F)c1	-0.6	101.0
48	CCSC1(SCC)N=C(N)C2(C#N)C(c3ccc(NC(C)=O)cc3)C12C#N (stereo unspecified)	-0.6	99.0
49	COc1cc2nc(-n3nc(C)cc3C)n3nc(-c4ccccc4)nc3c2cc1OC	-0.3	101.0
50	Nc1ccc(C(=O)O)c(O)c1	-0.3	99.0
51	Cn1nnnc1SCCCNCc1ccc(-c2ccc(F)c(Cl)c2)o1	-0.6	104.0
52	CC1=C(C(=O)Nc2cccnc2)C(c2ccccc2)n2nc(SCc3ccccc3)nc2N1 (stereo unspecified)	0.3	106.0
53	O=C(COC(=O)C(Cc1c[nH]c2ccccc12)NC(=O)c1ccc(Br)cc1)c1ccc(Cl)cc1 (stereo unspecified)	-0.1	104.0
54	Cc1ccc(/C=N/n2cnnc2)o1	-0.7	99.0
55	CCN(CC)c1ncn(Cc2c(Cl)cccc2Cl)c2ncnc1-2	-0.5	98.0
56	Cc1cccc(NC(=O)CC2S/C(=N/c3nccs3)N(C)C2=O)c1 (stereo unspecified)	-0.3	100.0
57	c1ccc(N2CCN(c3ccccc3)C2c2cccs2)cc1	0.7	104.0
58	CC1=C(C(=O)Nc2ccccc2C)C(c2ccccn2)n2ncnc2N1 (stereo unspecified)	-0.1	106.0
59	Cc1[nH]n(-c2ccccc2)c(=S)c1C=Nc1cccc(Br)c1	-0.4	100.0
60	CCOCCCN1C(=O)c2[nH]nc(-c3ccccc3O)c2C1c1ccc(CC)cc1 (stereo unspecified)	-1.2	102.0

Laid out differently: 5 of the compounds above
48) CCSC1(SCC)N=C(N)C2(C#N)C(c3ccc(NC(C)=O)cc3)C12C#N (stereo unspecified)
17) CCSc1nnc(NC(=O)Cc2n[nH]c(=O)c3ccccc23)s1
34) O=c1c2ccc(C(F)(F)F)cc2nc2n1CCC2
13) CCN1C(=O)/C(=C/c2ccco2)NC1=S
6) C=CCn1c(-c2ccc(Cl)cc2)cnc1SC(C)C(N)=O (stereo unspecified)

Screen / compound no.,48,17,34,13,6
Polio RdRp inh FP z-score,-0.6,-0.1,-0.2,-0.9,0.2
Polio RdRp inh,99.0,103.0,97.0,97.0,104.0

Next results
cpd	molecule	Polio RdRp inh FP z-score	Polio RdRp inh
61	NC(=O)N/C(CSCc1ccc(Cl)cc1)=N/O	-0.2	102.0
62	CC(Sc1nc2ccccc2c(=O)[nH]1)C(=O)Nc1ccc2c(c1)OCO2 (stereo unspecified)	-0.3	100.0
63	CCOC(=O)N1CCC(N2Cc3cccc(C(=O)N4CCN(c5cccc(C)c5C)CC4)c3C2=O)CC1	0.6	102.0
64	COC(=O)c1cnc(N(C)Cc2ccccc2)c2ccccc12	-0.5	99.0
65	CC(C(=O)Nc1ccnn1C(C)C)N(C)CC(=O)Nc1ccccc1Cl (stereo unspecified)	-0.6	96.0
66	COc1ccc(CCNC(=O)CSc2nc(-c3ccco3)cc(C(F)(F)F)n2)cc1OC	1.1	104.0
67	Cc1ccc(C)c(NC(=O)CN2C(=O)COc3ccc(Cl)cc32)c1	0.3	107.0
68	CCc1ccc2oc(-c3cccc(NC(=O)c4ccc(-c5cccc([N+](=O)[O-])c5)o4)c3)nc2c1	0.3	106.0
69	Cc1ccc(N2C(=O)N(Cc3cccc(Cl)c3)c3ccccc3S2(=O)=O)cc1	0.7	107.0
70	COc1cccc(CNC(=O)Cn2c(SCC(=O)Nc3ccc(C)c(C)c3)nc3ccccc32)c1	0.4	108.0
71	COc1ccc(OC)c(CCNC(=O)c2ccc3c(c2)N(Cc2ccccc2)CCS3)c1	-0.2	104.0
72	CCC(C(=O)NCc1cccc(OC)c1OC)n1sc2ccccc2c1=O (stereo unspecified)	0.1	103.0
73	Cc1ccc(-n2c3nc(=O)[nH]c(=O)c-3cc3c(C)nn(-c4ccccc4)c32)cc1Cl	0.7	111.0
74	CCOC(=O)c1ccc(NC(=O)CC2C(=O)N(c3cccc(OC)c3)C(=O)N2Cc2cccnc2)cc1 (stereo unspecified)	0.2	109.0
75	O=c1[nH][nH]c2nc(C(F)(F)F)cc(C(F)(F)F)c12	0	103.0
76	CCOc1ccc(NC(=O)c2ccc(F)c(S(=O)(=O)N(Cc3ccc(C(=O)OC)cc3)Cc3ccc(OC)c(OC)c3)c2)cc1	1.1	113.0
77	CC(C)c1cc(NC(=O)COC(=O)c2cc3c(s2)CCCCC3)on1	0.4	105.0
78	Cc1cccc(N2CCN(S(=O)(=O)c3cc(C(=O)Nc4ccccc4Cl)ccc3F)CC2)c1C	0.3	109.0
79	COc1ccc(/C=C2/N=C(N3CCOCC3)SC2=O)cc1OC	-0.7	100.0
80	COc1ccc(C(=O)N2CC(=O)Nc3ccc(C)cc3C2c2ccc(F)cc2)c(OC)c1 (stereo unspecified)	-0.5	100.0
81	COc1nc(F)c(F)c(Oc2ccc(C)cc2)c1F	0.4	104.0
82	Cc1c(C(=O)Nc2ccccc2Br)oc2ccc(S(=O)(=O)N3CCCCCC3)cc12	-1	103.0
83	CCOc1cc(C(=O)NC(C)(C)CC)cc(OCC)c1OCC	0.3	102.0
84	CC(C)CN(CC(C)C)C(=O)CSc1nnc(C(C)N(C)C)n1Cc1ccccc1 (stereo unspecified)	0.5	104.0
85	CCn1c(O)c(C=Nc2cc(S(=O)(=O)CC)ccc2O)c(=O)n(CC)c1=S	4.5	140.0
86	CC(=O)n1c2ccccc2c2nc(C)sc21	0.9	104.0
87	Cc1oc(-c2ccccc2)nc1Cn1c(=O)cc(-c2ccccc2)c2c(C)nn(C)c21	-0.4	104.0
88	COCc1nc2cccnc2n1C1CCN(S(=O)(=O)N(C)C)CC1	0	107.0
89	CCOC(=O)C1CCCN(C(=O)c2ccc(Cl)cc2)C1 (stereo unspecified)	0.8	104.0
90	CC1=CC(C)C2(COC(=O)Nc3ccccc3)COC(C)C1C2C (stereo unspecified)	0.3	102.0

Remaining list, next part
cpd	molecule	Polio RdRp inh FP z-score	Polio RdRp inh
91	CC[n+]1c(C)sc2ccccc21	0.7	105.0
92	COC(=O)c1ccccc1NC(=O)NCCc1c(C)nn(C)c1C	-0.4	104.0
93	COc1cccc(CCNC(=O)c2ccc(Cn3c(SCc4ccccc4)nc4cccnc43)cc2)c1	-1.3	106.0
94	CCN(CC)c1nc2c(S(=O)(=O)c3cccc(Cl)c3)nnn2c2ccsc12	-0.2	104.0
95	O=C(c1cccc(Oc2ccccc2)c1)N1CCN(c2ccccn2)CC1	0.3	102.0
96	CS(=O)(=O)N(C(=O)NC(=O)NC12CC3CC(CC(C3)C1)C2)C1CCCCC1	0.4	106.0
97	CN(C(=O)c1ccco1)c1ccccc1	-0.8	98.0
98	CSc1ncc(Cl)c(C(=O)C(C#N)c2nc3ccccc3c(=O)[nH]2)n1 (stereo unspecified)	0.1	102.0
99	CCOCCCNC(=O)CCC(=O)NNc1nc2ccccc2c2nc(C)nn12	-7.2*	36.0*
100	CN(Cc1ccc(Cl)c(Cl)c1)Cn1nnc2ccccc21	0	103.0
101	Cc1ccc(NC(=O)Cc2ccc(-n3c(C)nc4cccnc43)cc2)cc1C	-0.9	102.0
102	O=C(Nc1cc(F)ccc1F)N1CCC(CN2CCCC2)CC1	0.3	112.0
103	Cc1ccc(NC(c2cccc(Cl)c2)c2nnc(-c3ccccc3)o2)cc1F (stereo unspecified)	0.1	105.0
104	Oc1cccc2ccc[n+](CC(O)Cn3c4ccccc4c4ccccc43)c12 (stereo unspecified)	-1	97.0
105	CCn1c(C(=O)O)c(CC(=O)Nc2cc(OC)ccc2OC)c2ccccc21	-0.8	98.0
106	CCCN(CCC)C(=O)CSc1nnc2cc(C)c3cc(C)cc(C)c3n12	0.1	104.0
107	C[n+]1ccccc1C(O)Cc1ccncc1 (stereo unspecified)	-0.5	99.0
108	CCC(=O)Nc1nonc1-c1nc2ccccc2n1C	-0.5	98.0
109	CC(C)c1ccc(OCC(=O)Nc2ccc(N3CCN(C)CC3)cc2)cc1	-0.3	100.0
110	COc1cc2c(cc1OC)C(c1cccs1)N(C(=O)/C=C/c1ccco1)CC2 (stereo unspecified)	0	106.0
111	CC1(C)C2CCC1(CS(=O)(=O)NC(CC(=O)O)c1cccc(Br)c1)C(=O)C2 (stereo unspecified)	0.1	102.0
112	CCOc1ccc(NC(=O)CCNc2ccccc2OC)cc1	-0.2	99.0
113	CCn1c(-c2cc(OC)c(OC)c(OC)c2)nc2ccccc21	0	102.0
114	COc1ccc(NC(=O)CN(C)S(=O)(=O)c2ccc3nc(C)sc3c2)cc1Cl	-0.9	105.0
115	C=CCSc1nc(C)cc(C)c1C(=O)Nc1ccccc1	-0.9	100.0
116	CCN1CCc2c(sc(-n3cccc3)c2C(C)NC(=O)Nc2ccc(C(=O)OC)cc2)C1 (stereo unspecified)	2.2	124.0

Screens: PubChem BioAssay, ICCB-Longwood Screening Facility, Harvard Medical School
